# CDK5 p35 inh – inhibitors of human CDK5/p35 kinase, primary screen, biochemical, single concentration | inhibition, % at 10 µM | 330,000 compounds, 0.01% hits | Cyclin-dependent kinase 5 (Homo sapiens) + Cyclin-dependent kinase 5 activator 1 (Homo … | Recombinant CDK5/p35, ADP-Glo luminescence, 60 min;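 active = highest replicate inhibition of at least 50% and at least 75% of replicates reaching 50%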;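 note: plate controls were DMSO neutral control for no effect and GW8510 at 10 µM for full effect; many of its hits are not listed in these tables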
# PKA-R1A act – activators of PKA-R1A holoenzyme, primary screen, biochemical, fluorescence polarization, Cy5-IP20, bovine R1A, mouse PKAc; cAMP-dependent protein kinase type I-alpha regulatory subunit (Bos taurus) + …; PKA-R1A dissociation; scaled: DMSO 0%, 113 µM cGMP 100%; activation, % at 11.4 µM; 340,000 compounds, 0.083% hits;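 active = percent activation above the mean of all tested compounds plus 3 SD, cut at about 19% in these data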;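 note: higher means more PKAc released from R1A so a rise in polarization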
# PKA-R2B activ – activators of PKA-R2B holoenzyme, primary screen, biochemical, fluorescence polarization, Cy5-IP20, human; cAMP-dependent protein kinase catalytic subunit beta (Homo sapiens) + cAMP-dependent …; PKA-R2B holoenzyme dissociation; R2B truncated from residue 108, S112A mutant; 0% DMSO only, 100% 113 µM cGMP; activation, % at 11.4 µM; 340,000 compounds, 0.079% hits;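 active = activation above a cutoff set at the mean over all compounds plus 3 SD, cut at about 18% in these data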;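 note: higher means more holoenzyme dissociation and a rise in polarization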
# Target sequence (P31323 whole entry, looked up, other chains not shown, the tested form may be a part): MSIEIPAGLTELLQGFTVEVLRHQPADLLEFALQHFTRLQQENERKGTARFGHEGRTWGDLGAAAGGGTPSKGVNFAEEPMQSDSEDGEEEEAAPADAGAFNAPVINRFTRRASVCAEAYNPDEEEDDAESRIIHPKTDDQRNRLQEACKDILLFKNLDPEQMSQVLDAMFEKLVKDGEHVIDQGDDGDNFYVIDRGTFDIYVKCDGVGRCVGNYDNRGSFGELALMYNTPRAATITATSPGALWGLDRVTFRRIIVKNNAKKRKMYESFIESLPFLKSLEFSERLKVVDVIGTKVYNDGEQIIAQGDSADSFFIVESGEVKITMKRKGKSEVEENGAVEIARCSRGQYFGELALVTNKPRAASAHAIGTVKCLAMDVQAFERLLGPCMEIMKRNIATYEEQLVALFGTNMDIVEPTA
# SR-BI DiI inh – inhibitors of SR-BI mediated HDL lipid uptake, primary screen, ldlA[mSR-BI] cells, fluorescence, single point. inhibition, % at 12.5 µM. Scavenger receptor class B member 1 (Mus musculus), Q61009. 320,000 compounds, 0.96% hits. ldlA[mSR-BI] CHO cells, DiI-HDL uptake fluorescence, 3 h. AID 488896, 2010;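 active = mean replicate inhibition of at least 70% and a set share of replicates each scoring 70 or more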;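 note: 0% = median of neutral control wells and 100% = median of positive control wells; values of inactives mirror those of a sister screen read the other way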
# MITF TRPM1 HTS – activators of MITF-driven TRPM1 promoter reporter, primary screen, cell-based, SK-MEL-5, luciferase, single point. activation, % at 12.5 µM. SK-MEL-5 TRPM1-promoter luciferase, 24 h; % of positive control, neutral wells = 0. 300,000 compounds, 0.75% hits;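 active = mean activation of at least 80% with every replicate also reaching 80%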;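 note: 0% = neutral control wells and 100% = parthenolide positive control wells; values of inactives mirror those of a sister screen read the other way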
# SR-BI uptake up – activators of SR-BI mediated DiI-HDL uptake, primary screen, ldlA[mSR-BI] CHO cells, DiI fluorescence; 3 h; 100 = double the neutral-control signal; 320,000 compounds, 0.096% hits; activation, % at 12.5 µM;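 active = mean replicate activation of at least 60% and every replicate at or above 60%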;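 note: 0% = median plate neutral-control signal and 100% = twice that signal; values of inactives mirror those of a sister screen read the other way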
#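 System: CHO ldlA[mSR-BI] cells / Medium: HEPES-buffered (25 mM, pH 7.4) F12 plus 0.5% BSA / Probe or stimulus: labelled HDL, 10 µg/mL / Doses: single compound concentration, delivered by pin transfer / Schedule: 3 h, 37 °C / Measured by: DiI fluorescence, bottom read / Measure: cell-associated DiI fluorescence as measure of HDL uptake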
# NSD2 HMT inh – NSD2 histone methyltransferase inhibitors, primary screen, biochemical, AlphaScreen, single concentration, set 2; Histone-lysine N-methyltransferase NSD2 (Homo sapiens), O96028; NSD2 peptide methylation, 120 min; inhibition, % at 12.5 µM; 310,000 compounds, 0.54% hits; in the data active = inhibition above about 50%
# dFosB act – activators of delta FosB homodimer, primary screen, biochemical, fluorescence polarization, TAMRA-CDK5 oligo, single point | Protein FosB (Mus musculus), P13346 | purified delta FosB; percent of positive-control signal above neutral wells | activation, % at 25 µM | 340,000 compounds, 0.99% hits | AID 493131, 2011;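 active = mean activation above about 17%, with every replicate also reaching it, limit read from the data, passing the limit was not always enough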;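 note: fluorescence polarization rise as delta FosB binds a TAMRA Cdk5 AP-1 oligo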
# Target sequence (P13346 whole entry, looked up): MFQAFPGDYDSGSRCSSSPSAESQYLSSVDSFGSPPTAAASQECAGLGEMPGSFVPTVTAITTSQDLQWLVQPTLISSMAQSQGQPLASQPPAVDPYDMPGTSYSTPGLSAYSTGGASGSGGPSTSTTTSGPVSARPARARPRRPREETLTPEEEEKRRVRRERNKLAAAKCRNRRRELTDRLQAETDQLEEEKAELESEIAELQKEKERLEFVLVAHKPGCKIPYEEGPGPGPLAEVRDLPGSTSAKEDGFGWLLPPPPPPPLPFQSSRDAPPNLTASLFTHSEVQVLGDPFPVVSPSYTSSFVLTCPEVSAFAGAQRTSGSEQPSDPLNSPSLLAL
# Pemphigus Ab inh – inhibitors of pemphigus antibody binding to DSG3, primary screen, biochemical, bead-based, flow cytometry, scFv-GFP. AID 588358, 2011. binding (percent of control), % at 10 µM. Desmoglein-3 (Homo sapiens), P32926. 310,000 compounds, 0.48% hits. DSG3-coupled beads, scFv-anti-DSG3-GFP binding; hits give low values;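 active = binding more than 3 SD below its plate's average and above zero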;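 note: hits lower antibody fragment binding to DSG3; some compounds called inactive have numbers as strong as hits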
# Arr AP2 block – inhibitors of beta-arrestin/AP2 binding, primary screen, biochemical, GPCR trafficking, flow cytometry; FITC-arrestin peptide / GST-AP2 beads; AP2 beta2 appendage carries R879A mutation; inhibition, % at 10 µM; 340,000 compounds, 0.31% hits;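 active = inhibition above a set limit, near 3 SD of compounds lacking own fluorescence, cut at about 54% in these data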;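 note: plate controls were DMSO wells for no effect and 5 µM unlabelled arrestin peptide for full effect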
#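 Measured by: flow cytometry, FL1 (488/535 nm); Material: AP2 appendage R879A on GSH beads; Evaluation: percent response; Timing: pre-incubation 12 min, peptide binding 1 h, room temperature; Also added: 50 nM FITC-arrestin peptide; Medium: PBS with 0.05% Tween 20 and 0.1% BSA.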
# SUMO Mot1 rescue – yeast Mot1-301 growth rescue at high temperature, primary screen, SUMOylation pathway inhibitor project, S. cerevisiae, ATP luminescence, 38.5C | S. cerevisiae Mot1-301 growth rescue; percent above DMSO median, 100 means doubled | growth rescue, % at 18.8 µM | 320,000 compounds, 1% hits;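 active = every valid replicate shows activation above 250% relative to neutral control wells; inactive = the rest, any valid replicate at or below 250%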;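 note: OY570 slx delta 5 strain wells were the positive control but not used for scaling; some compounds called inactive have numbers as strong as hits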
# * marks the source's active call; other numbers are inactive results; . = no result given.
SMILES,CDK5 p35 inh,PKA-R1A act,PKA-R2B activ,SR-BI DiI inh,MITF TRPM1 HTS,SR-BI uptake up,NSD2 HMT inh,dFosB act,Pemphigus Ab inh,Arr AP2 block,SUMO Mot1 rescue
O=C(N/N=C1/CCS(=O)(=O)c2ccc(F)cc21)c1cccnc1,1.5,-1,7,1,-4,-1,2,-7,.,0,10
Cc1ccccc1OCC(=O)NCCCNC(=O)c1ccccn1,-9.2,-11,0,.,4,.,.,-8,.,9,3
O=C(C(=O)N1CCN(c2ccc(F)cc2)CC1)N1CCCCC1,5.7,0,2,-11,0,11,41,-7,105,4,-9
Cc1cc2ncn(/N=C/c3ccc([N+](=O)[O-])o3)c2cc1C,-0.9,2,2,18,-85,-18,0,-11,112,7,-15
Cc1cc(C)nc(NS(=O)(=O)c2ccc(N=NN(C)C)cc2)n1,1.0,2,-3,1,.,-1,-3,-2,95,17,393
O=C(O)CC1S/C(=N/N=C/c2ccccn2)NC1=O (configuration not stated),-0.1,-8,-1,.,-12,.,1,-5,101,0,-19
CC(=O)OCC1=C(C(=O)O)N2C(=O)C(NC(=O)C(C)Cn3cc(Cl)cn3)C2SC1 (configuration not stated),-0.6,2,10,-18,-3,18,-6,6,98,18,-1
C=C(C)CN1CCN(c2c(CCC#N)c(C)c(C#N)c3nc4ccccc4n23)CC1,2.3,-13,-5,-25,-9,25,-3,6,.,22,-8
NS(=O)(=O)c1ccc(CCNC(=O)c2ccc(C#CC3(O)CCCCC3)cc2)cc1,0.2,-7,-7,52,-10,-52,2,-13,101,4,-6
O=C(CC1Sc2ccccc2NC1=O)NCc1cccc(Cl)c1 (configuration not stated),1.1,4,-9,-8,-1,8,1,1,107,-24,7
CN(C)c1ccc(N2C(=O)CC(Nc3ccc(N4CCOCC4)cc3)C2=O)cc1 (configuration not stated),-0.2,-1,-2,-14,-9,14,3,-5,112,26,-16
COC(=O)COc1ccc(C(C2C(=O)CC(C)(C)CC2=O)C2C(=O)CC(C)(C)CC2=O)cc1,-0.1,0,-9,3,6,-3,-1,-1,101,8,-9
COc1cc2[nH]c3c(Cl)ncnc3c2cc1OC,0.3,-5,8,-23,14,23,-1,-1,84,27,2
CCOc1ccc(CNC(=O)Cn2ccc3cc(S(=O)(=O)N4CCCC4)ccc32)cc1,-1.4,-2,-7,-25,-11,25,-5,-2,.,-3,3
Cc1ccc(S(=O)(=O)N2CCOCC2)cc1NC(=O)CNC1CCCC1,1.4,-1,-2,.,-10,.,2,-5,105,3,-15
CCOc1ccc(NC(=O)Cn2c(=O)n(CC3CCCO3)c(=O)c3ccccc32)cc1 (configuration not stated),2.1,5,-13,5,1,-5,0,-1,98,7,.
CCS(=O)(=O)N1CCN=C1SCc1cccc(F)c1,-0.9,-7,9,5,-3,-5,-3,-5,100,2,177
C=CC[C@@H](CC(=O)N(CCO)Cc1ccccc1)C(=O)NC[C@H](OC(=O)[C@@H](CC=C)Cc1ccc(F)cc1)c1ccccc1,0.2,-3,-9,20,-8,-21,.,-1,99,.,25
CCN(CC)c1ccc(/C=N/NC(=O)CNC(=O)c2cccs2)cc1,-0.2,3,-6,-13,9,13,7,-5,114,-5,105
CC[N+](C)(C)CCN(Cc1ccc(Cl)cc1)c1ccccn1,0.1,-15,0,-25,.,25,-1,1,100,10,160
Cc1cccc(NC(NC(=O)c2ccccn2)C(Cl)(Cl)Cl)c1 (configuration not stated),-2.5,-4,2,-7,-8,7,-3,-1,118,-1,-15
Cc1ccc(N=C2C(=O)Nc3ccccc32)cc1C,1.3,-2,-5,-13,-7,13,2,-8,107,0,3
Cc1ccc(S(=O)(=O)NC(=O)COc2ccccc2C)cc1,-0.4,3,-4,-14,.,14,1,0,.,16,3
COc1ccc(C(=O)N/C(=C\c2ccc3c(c2)OCO3)C(=O)N2CCOCC2)cc1,-0.9,1,-3,.,-3,.,0,4,.,1,2
COc1ccc(/C=N/NC(=O)c2nc(-c3ccccc3)cc(-c3ccccc3)n2)cc1,0.3,4,2,35,33,-35,-4,-20,97,27,.
Cc1ccc(C(=O)N2CCN(Cc3ccc4c(c3)OCO4)CC2)cc1C,-1.1,4,-2,17,.,-17,1,-3,113,14,31
CCOC(=O)c1c(C(=O)OCC)c(C)n(Cc2cc(OC)c(OC)c(OC)c2)c1C,-2.0,-2,-13,-21,-10,21,1,-9,98,17,2
CC(=O)Nc1ccc(NC(=S)NC(=O)/C=C/c2ccccc2)cc1,0.0,-10,-6,28,-8,-28,-3,4,91,25,-4
Cc1ccc(SC[C@H](Cc2ccccc2)N2CCN(C)CCC2=O)cc1,-0.1,-4,0,-23,1,23,.,-1,107,0,.
N#Cc1c(NC(=O)CSc2nc3ccccc3c(=O)n2Cc2ccco2)sc2c1CCCC2,0.0,-5,-8,25,-2,-25,-4,7,104,-5,-3

# Entries of single compounds, quoted from the list. Values in the order: CDK5 p35 inh	PKA-R1A act	PKA-R2B activ	SR-BI DiI inh	MITF TRPM1 HTS	SR-BI uptake up	NSD2 HMT inh	dFosB act	Pemphigus Ab inh	Arr AP2 block	SUMO Mot1 rescue
# Entry for Cc1ccc(S(=O)(=O)N2CCOCC2)cc1NC(=O)CNC1CCCC1 : 1.4	-1	-2	.	-10	.	2	-5	105	3	-15
# Entry for C=C(C)CN1CCN(c2c(CCC#N)c(C)c(C#N)c3nc4ccccc4n23)CC1 : 2.3	-13	-5	-25	-9	25	-3	6	.	22	-8
# Entry for NS(=O)(=O)c1ccc(CCNC(=O)c2ccc(C#CC3(O)CCCCC3)cc2)cc1 : 0.2	-7	-7	52	-10	-52	2	-13	101	4	-6

# 2 compounds drawn at random from the list so far, as already listed:
SMILES,CDK5 p35 inh,PKA-R1A act,PKA-R2B activ,SR-BI DiI inh,MITF TRPM1 HTS,SR-BI uptake up,NSD2 HMT inh,dFosB act,Pemphigus Ab inh,Arr AP2 block,SUMO Mot1 rescue
Cc1ccc(S(=O)(=O)NC(=O)COc2ccccc2C)cc1,-0.4,3,-4,-14,.,14,1,0,.,16,3
CCN(CC)c1ccc(/C=N/NC(=O)CNC(=O)c2cccs2)cc1,-0.2,3,-6,-13,9,13,7,-5,114,-5,105

# Further entries:
SMILES,CDK5 p35 inh,PKA-R1A act,PKA-R2B activ,SR-BI DiI inh,MITF TRPM1 HTS,SR-BI uptake up,NSD2 HMT inh,dFosB act,Pemphigus Ab inh,Arr AP2 block,SUMO Mot1 rescue
COc1cc(OC)cc(C(=O)OCC(=O)NC(c2ccccc2)c2ccccc2)c1,2.1,-11,-4,-14,-8,14,0,12,102,-15,8
Cc1cc(C)nc(SCc2csc(-c3ccccc3)n2)n1,.,-10,-6,15,113*,-15,-3,-5,94,-8,-13
COC(=O)c1cccc(NC(=O)CSc2nc(O)c(-c3ccccc3)c(=O)[nH]2)c1,-0.4,2,-6,5,4,-5,3,0,100,23,-24
CC(C)CC1C(=O)N(Cc2cn(CC3CCCCC3)nn2)CCS(=O)(=O)N1Cc1ccc(-c2cccc(C#N)c2)cc1 (configuration not stated),2.1,-17,-12,31,-28,-31,.,-8,99,6,.
COc1ccc(OC(C)c2ccc(C#N)c(=O)[nH]2)cc1 (configuration not stated),-3.9,-6,9,3,-9,-3,-1,-4,98,2,-31
COc1ccc(OC)c(NC(=O)COC(=O)Cc2ccc(Br)cc2)c1,0.4,1,-13,-4,3,4,-3,-18,105,-7,-1
CC(C)(C)C(=O)Nc1ccc(C(=O)Nc2cccc(Oc3ccc(C(=O)O)c(C(=O)O)c3)c2)cc1,-1.3,-1,0,-1,-8,1,5,-3,98,-1,16
O=C(COc1cccnc1[N+](=O)[O-])Nc1ccc(F)cc1,0.5,0,-9,-5,29,5,0,14,95,25,13
COC(=O)c1ccccc1NC(=O)Cn1c(=O)n(CCC(=O)NC2CCN(Cc3ccccc3)CC2)c(=O)c2ccccc21,-0.6,-6,3,-3,5,3,2,-6,94,20,13
O=C(Cn1ncc(Cl)c(Cl)c1=O)NC1CCS(=O)(=O)C1 (configuration not stated),-0.3,0,2,.,-19,.,8,1,89,12,-27
COc1cc(Br)cc(-c2nc3c(c(=O)[nH]c(=O)n3Cc3ccccc3)n2C)c1O,0.4,-9,3,0,.,0,6,-6,.,13,316
CC(C)Cc1csc(NC(=O)c2ccc(Br)cc2)c1C(=O)O,-0.1,2,-5,-11,7,11,9,0,104,-4,-22
O=C(CSc1nc2c(c(=O)[nH]1)CCC2)Nc1ccccc1Cl,0.4,-1,-3,.,-11,.,1,-4,124,-2,-8
CN(C)S(=O)(=O)c1ccc(C(=O)Nc2cccc(C(=O)O)c2)cc1,1.5,-11,-6,-22,-8,22,-1,-5,.,1,27

# High-throughput results from PubChem.
